PrPC TRFRET = cell surface PrPC inhibition, primary TR-FRET screen; TR-FRET read-out; inhibition, % at 13.8 µM; 370,000 compounds, 0.43% hits; in the data active = inhibition above about 24%; also: 0% = median of the test wells and 100% = reference compound wells
TcdB GH inh = TcdB glycohydrolase inhibition; P18177; TcdB glycohydrolase enzymatic assay, plate reader; inhibition, % at 9.99 µM; 350,000 compounds, 0.24% hits; in the data active = inhibition above about 10%
Target sequence (P18177 whole entry, looked up): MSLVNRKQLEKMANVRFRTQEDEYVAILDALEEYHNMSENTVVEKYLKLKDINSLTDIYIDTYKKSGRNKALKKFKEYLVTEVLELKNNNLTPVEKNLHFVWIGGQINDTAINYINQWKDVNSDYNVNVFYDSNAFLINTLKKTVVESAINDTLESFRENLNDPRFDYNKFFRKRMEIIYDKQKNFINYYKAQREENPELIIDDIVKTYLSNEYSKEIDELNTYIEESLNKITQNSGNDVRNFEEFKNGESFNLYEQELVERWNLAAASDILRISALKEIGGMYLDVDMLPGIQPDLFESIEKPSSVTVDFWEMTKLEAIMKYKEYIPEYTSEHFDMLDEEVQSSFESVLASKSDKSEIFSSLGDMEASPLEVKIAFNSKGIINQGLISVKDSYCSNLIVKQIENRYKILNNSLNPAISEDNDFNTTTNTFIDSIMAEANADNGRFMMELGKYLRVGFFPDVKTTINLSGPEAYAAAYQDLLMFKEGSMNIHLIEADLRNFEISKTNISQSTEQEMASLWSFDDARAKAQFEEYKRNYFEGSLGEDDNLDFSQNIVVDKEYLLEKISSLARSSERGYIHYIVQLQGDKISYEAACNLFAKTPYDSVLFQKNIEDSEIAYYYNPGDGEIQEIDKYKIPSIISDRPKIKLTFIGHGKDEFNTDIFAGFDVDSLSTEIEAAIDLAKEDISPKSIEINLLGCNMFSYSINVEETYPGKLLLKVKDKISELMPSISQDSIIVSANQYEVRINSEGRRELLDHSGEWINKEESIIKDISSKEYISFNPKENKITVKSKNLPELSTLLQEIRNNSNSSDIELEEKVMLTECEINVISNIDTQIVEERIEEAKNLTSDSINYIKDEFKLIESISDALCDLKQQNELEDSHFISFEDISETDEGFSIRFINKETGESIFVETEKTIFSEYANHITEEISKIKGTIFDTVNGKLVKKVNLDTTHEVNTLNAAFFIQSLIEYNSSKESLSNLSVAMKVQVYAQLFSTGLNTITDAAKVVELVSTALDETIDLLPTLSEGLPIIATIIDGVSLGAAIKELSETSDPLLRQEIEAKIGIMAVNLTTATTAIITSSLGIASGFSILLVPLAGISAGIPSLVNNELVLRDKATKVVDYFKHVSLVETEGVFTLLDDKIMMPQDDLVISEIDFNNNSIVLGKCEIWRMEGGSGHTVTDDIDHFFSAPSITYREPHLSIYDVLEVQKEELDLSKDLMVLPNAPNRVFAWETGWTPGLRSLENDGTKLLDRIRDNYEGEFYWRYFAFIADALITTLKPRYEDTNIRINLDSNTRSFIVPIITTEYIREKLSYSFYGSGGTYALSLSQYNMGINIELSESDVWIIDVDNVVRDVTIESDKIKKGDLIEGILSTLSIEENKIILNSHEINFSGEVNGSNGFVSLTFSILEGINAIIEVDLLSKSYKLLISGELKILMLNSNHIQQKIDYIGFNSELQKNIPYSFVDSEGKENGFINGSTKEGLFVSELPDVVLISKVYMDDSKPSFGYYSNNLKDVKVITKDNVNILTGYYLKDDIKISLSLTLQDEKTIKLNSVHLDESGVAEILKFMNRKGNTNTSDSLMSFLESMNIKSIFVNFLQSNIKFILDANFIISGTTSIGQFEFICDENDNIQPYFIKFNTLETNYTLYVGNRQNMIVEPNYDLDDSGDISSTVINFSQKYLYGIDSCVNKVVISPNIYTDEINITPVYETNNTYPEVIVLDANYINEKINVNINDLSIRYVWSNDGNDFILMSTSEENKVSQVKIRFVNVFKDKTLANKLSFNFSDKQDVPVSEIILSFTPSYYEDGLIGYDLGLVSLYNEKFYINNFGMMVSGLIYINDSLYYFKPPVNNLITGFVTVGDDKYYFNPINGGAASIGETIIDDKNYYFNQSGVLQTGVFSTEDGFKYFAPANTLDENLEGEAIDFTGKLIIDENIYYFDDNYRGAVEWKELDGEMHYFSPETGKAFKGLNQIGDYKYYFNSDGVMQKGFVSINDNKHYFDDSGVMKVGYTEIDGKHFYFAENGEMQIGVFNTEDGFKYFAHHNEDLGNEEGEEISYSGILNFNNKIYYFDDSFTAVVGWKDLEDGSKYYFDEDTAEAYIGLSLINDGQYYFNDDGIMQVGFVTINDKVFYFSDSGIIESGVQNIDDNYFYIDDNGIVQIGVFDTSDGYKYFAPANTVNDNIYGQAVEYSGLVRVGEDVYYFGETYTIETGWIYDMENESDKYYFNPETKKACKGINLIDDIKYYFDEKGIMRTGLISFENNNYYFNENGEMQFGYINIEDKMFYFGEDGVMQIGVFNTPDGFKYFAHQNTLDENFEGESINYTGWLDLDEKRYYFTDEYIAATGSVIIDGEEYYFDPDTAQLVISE
Yp Topo-I inh = inhibitors of Yersinia pestis topoisomerase I; Y. pestis Topo-I cleavage product accumulation, plate reader; AID 504884; 360,000 compounds, 0.064% hits; activity, % at 10 µM; in the data active = activity above about 50%, passing the limit was not always enough; also: inactives centre near 2
SARS 3CLpro inh = SARS-CoV 3CLpro protease inhibition; recombinant SARS-CoV 3CLpro, quenched FRET peptide cleavage; P0C6X7; inhibition, % at 6 µM; 290,000 compounds, 0.14% hits; in the data active = inhibition above about 12%
MazEF act = MazEF (E. coli) toxin RNase activation; P0AE70; activation, % at 20 µM; 350,000 compounds, 0.32% hits; FAM/BHQ RNA-DNA oligo cleavage fluorescence, 5 h; in the data active = activation above about 50%
Rv3671c inh = Rv3671c (M. tuberculosis) protease inhibition. P9WHR9. 320,000 compounds, 0.048% hits. inhibition, % at 5.96 µM; in the data active = inhibition above about 38%;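 also: extracellular domain of Rv3671c used as enzyme; 0% = enzyme with DMSO and 100% = no enzyme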
BH1578 lux ind = quorum light induction in luxS cqsA deficient V. cholerae. V. cholerae BH1578 lux reporter, luminescence, 6 h. activation, % at 18.7 µM. 350,000 compounds, 0.16% hits. AID 588436; in the data active = activation mostly above about 9.7%, no sharp cut-off; also: not every result past the cut was called active; inactives centre near 0; reference of the scale not given here
SSB-PriA inh = blocks PriA binding to SSB C-terminal tail; AlphaScreen SSBct-PriA binding, biotinylated peptide; inhibition, % at 33 µM; 430,000 compounds, 0.6% hits; AID 1272365; in the data active = inhibition mostly above about 37%, no sharp cut-off; inactive = mostly below about 20%;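 also: plate controls were negative control peptide for no effect and reference peptide for full effect; strong numbers were not always called active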
CCHFV vOTU inh = blocks the CCHF virus ovarian tumor domain protease; CCHFV vOTU protease, Pep-AMC fluorescence; inhibition, % at 11.5 µM; 370,000 compounds, 0.55% hits; AID 651958; in the data active = inhibition above about 30%; also: 0% = vehicle wells with enzyme and 100% = no enzyme wells
DUSP3 inh = DUSP3 (human) phosphatase inhibition; inhibition, % at 13.3 µM; P51452; 290,000 compounds, 0.52% hits; recombinant VHR phosphatase, pNPP absorbance; AID 1654; in the data active = inhibition above about 50%; also: some compounds called inactive have numbers as strong as hits
Active calls of the source: *; i = inactive; · = no result given; & = joins results of further samples. Some of the compounds tested; count on the stated rates, not on these rows.

Under each structure – CCHFV vOTU inh, SSB-PriA inh, TcdB GH inh, PrPC TRFRET, MazEF act, Yp Topo-I inh, Rv3671c inh, SARS 3CLpro inh, BH1578 lux ind, DUSP3 inh
- COC(=O)c1cc(Br)c(=O)n(-c2cc(C)on2)c1
 : 3, -9, ·, -9, 3, -3, 4, -7, i, 27
- COc1ccc(O)c(-c2nc(N)nc(N)n2)c1
 : 3, -1, 1.2, -2, 2, -9, -13, ·, i, ·
- CCC(=O)N1CCCc2cc(S(=O)(=O)N3CCN(c4ccccn4)CC3)ccc21
 : 14, -18, ·, 11, -12, -2, 4, 3, 5.0, 14
- Cc1ccc(-n2c(-c3ccco3)nc3nc4ccccc4nc32)cc1F
 : -17, -16, ·, 1, -4, 4, -3, 3, 0.0, -14
- O=C1S/C(=C\c2cccs2)C(=O)N1c1ccc(O)cc1
 : 6, -2, 2.6, -10, -2, 11, -7, 3, i, 38
- OCCN1CCN(C(=S)c2ccc(Cl)cc2)CC1
 : 14, -2, ·, 2, 9, -8, -1, 2, -0.4, -6
- CC(C)(O)c1[nH]c2ccc(C#N)cc2c1C(C)(C)O
 : 3, -5, 0.2, 5, -1, ·, -4, -10, ·, 13
- COC(=O)Cn1c(=NC(=O)c2nc3ccccc3s2)sc2cc(S(C)(=O)=O)ccc21
 : -3, ·, 1.0, 4, ·, ·, -4, 1, ·, 0
- CCc1ccc(-n2c(Cc3ccccc3)n[nH]c2=S)cc1
 : 21, -8, 2.1, 5, -6, 8, -11, 1, i, -3
- Cc1cc(C)n(-c2c(F)c(F)c(CN3CCCCC3)c(F)c2F)n1
 : 0, 1, ·, 3, -1, -2, -5, 3, i, -1
- N#Cc1ccsc1NC(=O)CCS(=O)(=O)c1ccccc1
 : -1, 28, -2.2, 6, -5, 2, -5, -5, i, 4
- CCCCCN(C(=O)CCC(=O)OCC(=O)c1ccc(C(C)CC)cc1)c1c(N)n(CCCC)c(=O)[nH]c1=O (stereo unspecified)
 : ·, 7, ·, ·, -1, 1, -2, ·, i, ·
- CS(=O)(=O)c1ccc(C(=O)OCC(=O)NC(=O)C2CCCCC2)cc1[N+](=O)[O-]
 : 4, 9, 0.9, -10, -26, -8, -28, 4, 0.6, 24
- Cc1cc2c(c(=O)n1Cc1cccnc1)C(c1ccc(F)cc1)C(C#N)=C(N)O2 (stereo unspecified)
 : 0, -4, ·, -4, -13, 2, -5, 3, -0.1, 14
- COCCNc1nc(Nc2ccc(C)cc2C)c2sccc2n1
 : 0, ·, 2.2, 11, ·, 1, ·, ·, -0.4, ·
- OCCN1CCOCCN(CCO)CCN(CCO)CC1
 : 3, -12, ·, 0, 0, 0, -3, 4, -0.5, 19
- COc1ccc(S(=O)(=O)N(C)C)cc1NCC(=O)Nc1cccc2ccccc12
 : -6, -5, 2.1, -1, 1, 7, 15, ·, -0.1, ·
- O=c1c2cc(F)ccc2[nH]c(=S)n1CCCN1CCOCC1
 : -9, -4, ·, 1, 5, 4, -2, -1, i, 18
- COc1ccccc1/C=C/C=C(\C#N)C(=O)NC(C)c1ccccc1 (stereo unspecified)
 : 15, 4, 0.3, -12, 7, 15, -4, 0, -0.5, 15
- COc1ccc(OC)c(NC(=O)CN(C)S(=O)(=O)c2ccc(Cl)cc2)c1
 : 13, -3, 0.4, 13, -3, 22, 9, 3, i, 15
- Cc1cc(NCCO)nc(N2CCOCC2)n1
 : -6, 1, ·, -7, 8, -2, -6, -1, i, 21
- O=C(O)c1cccc(NC(=O)c2cn(-c3ccccc3)nc2-c2ccncc2)c1
 : 4, 10, -0.3, 9, -5, -5, -12, -1, -1.1, 20
- COc1ccc(CNC(=O)CN(Cc2cccs2)C(=O)CCC(=O)Nc2ccccn2)cc1
 : 1, 1, 0.5, 0, 8, 18, 7, 0, -0.3, -17
- CC(NC(=O)c1cccc(C(F)(F)F)c1)C(c1ccccc1)N1CCOCC1 (stereo unspecified)
 : 0, -4, 2.1, 7, 3, 9, 0, 7, -1.2, -1
- CN(C)S(=O)(=O)c1ccc2[nH]cc(/C=C/c3nc4ccccc4c(=O)n3-c3ccccc3)c2c1
 : -11, -21, ·, -1, 7, 8, -4, -4, -2.4, 12
- COc1ccc(C(CC(=O)NCc2ccccc2)Sc2n[nH]c(-c3ccc(Cl)cc3)n2)cc1 (stereo unspecified)
 : 2, -17, 0.9, -3, -3, -7, -2, 3, i, 3
- Cc1ccc2c(c1)NC(=O)C(CC(=O)NCCN(CC(C)C)CC(C)C)O2 (stereo unspecified)
 : 15, -8, 2.2, 8, 8, 3, 3, -2, -0.2, 24
- COc1ccc(-c2cn(-c3ccc(Cl)cc3)c3[n+]2CCCCC3)cc1
 : -9, -7, 4.3, 5, 5, 1, 14, 5, -0.5, 25
- CC[C@]12c3[nH]c4ccc(OC)cc4c3CCN1C(=O)C(CC(=O)NCCCOC)C[C@@H]2C(=O)N1CCN(C(=O)c2ccco2)CC1 (stereo partly specified)
 : 1, 5, 0.8, 5, 2, 8, ·, ·, -6.2, ·
- CCCCn1cnc2c(SCc3ccccc3)nc(N)nc21
 : 28, -19, 1.7, 2, 9, 21, ·, ·, -0.8, ·
- O=C1C=C(Nc2ccc(O)cc2)C(=O)c2ccccc21
 : 12, 49, 3.2, -60, 4, -2, -21, 4, -0.7, 18
- CCOC(=O)C1=C(CSc2nccn2C)NC(=O)NC1c1cc(C)ccc1C (stereo unspecified)
 : 10, ·, 1.7, 0, -14, 6, 2, -2, -0.2, -11
- Cc1ccc(-c2cc(C(=O)O)c3ccccc3n2)c(C)c1
 : 1, -6, -2.1, -3, -5, 4, 6, 3, i, -9
- COC(=O)COc1ccc(S(=O)(=O)NCc2cccnc2)cc1
 : -8, -4, -2.3, -1, 6, -3, -3, 3, -5.9, -12
- COc1ccccc1C(=O)NC(=Nc1nc2ccccc2o1)NC(=O)c1ccccc1OC
 : -1, -7, 0.8, 6, 7, -6&50, -48, -4, -5.0, -6
- COc1ccc(-c2noc(N3CCC(C(=O)Nc4ccccc4Cl)CC3)n2)cc1
 : 4, -7, 1.0, -8, -11, 1, 6, -2, 1.0, -30
- Cc1ccc(C(=O)OCC(=O)Nc2ncc(C(F)(F)F)cc2Cl)cc1NC(=O)c1ccco1
 : 3, -20, ·, 1, 5, 7, 9, -2, i, -4
- CCC(C)n1c(O)c(/C=N/N2CCOCC2)c(=O)[nH]c1=S (stereo unspecified)
 : 10, ·, ·, 2, -6, -3, -4, 3, -3.3, -10
- Cc1sc2ncnc(Oc3ccc(-n4ccnc4)cc3)c2c1C
 : 1, 11, ·, 0, -10, 22, -7, 1, i, 17
- O=C(c1ccc(F)cc1)N1CCC(c2ccccc2)C1 (stereo unspecified)
 : -5, -7, 1.5, -4, 9, -4, -6, 7, i, 18
- CCc1ccc(CN(C)C(=O)CCc2nc3ccccc3n(-c3ccc(OC)cc3)c2=O)cc1
 : -1, 10, 0.5, 3, 1, 10, -13, 1, i, 15
- CC(C)N1CCN(Cc2nc3c(s2)CCCC3)CC1CCO (stereo unspecified)
 : -8, 8, 2.1, -5, -6, -3, -10, -4, i, 40
- C=CCN(CC=C)CC(=O)Nc1cccc(Oc2cnccn2)c1
 : -12, 4, 1.0, -2, -2, -5, -2, -1, -0.1, 28
- Cc1oc(C(=O)O)cc1CSCc1ccoc1C(=O)O
 : -4, -3, ·, -1, -1, 6, 9, 1, -0.7, 15
- COc1cccc(-n2ccnc2SCC(=O)N2CCCc3ccccc32)c1
 : 7, 30&34, 1.2, -4, 3, 37, -3, 2, 0.0, -2
- CC(=O)c1ccccc1NC(=O)COC(=O)c1cc(C)oc1C
 : 4, -28, 0.1, 3, 2, -4, 4, ·, 5.8, ·
- COc1ccc(S(=O)(=O)N2CCC(C(N)=O)(N3CCCCC3)CC2)cc1
 : 4, -10, 3.8, 6, 6, 8, 8, -1, -0.6, 6
- COc1ccccc1-n1cnc2sc(C)c(C)c2c1=O
 : -1, -9, 2.4, -4, -11, 7, 6, 0, i, 13
- Cc1cccc(/C=C2/C(=O)/C(=C/c3ccccc3C)C3CCC2N3C)c1 (stereo unspecified)
 : 5, 2, ·, -2, -1, 7, 4, -5, i, 17
- CCOc1ccc(CC2CCC(=O)NC2=O)cc1 (stereo unspecified)
 : 11, 5, 0.5, 11, -2, -1, -7, 3, i, 14
- COCCOC1CCN(Cc2cn(Cc3ccccc3)nc2-c2cc3ccccc3o2)CC1
 : -11, -4, 1.2, -15, 3, 14, -13, 1, -3.7, 30
- Cc1ccc2c(c1)C(c1ccccc1)N(C(=O)c1c(F)cccc1Cl)CC(=O)N2 (stereo unspecified)
 : 3, 8, 0.6, -4, 0, 0, 6, 4, -1.2, -1
- O=C(N/N=C/c1cccc(Br)c1)c1ccc(N2CCCC2=O)cc1
 : 4, i, -2.7, 0, -23, 10, -4, 0, -0.5, 23
- O=[n+]1c2c(n([O-])c3cc(F)c(N4CCCC4)cc31)CCCC2
 : 8, -1, ·, -33, -146, -3, -14, -6, 0.6, 25
- CCOC(=O)N1CCN(C(=O)CSc2nnc(C3COc4ccccc4O3)o2)CC1 (stereo unspecified)
 : 0, -2, 0.6, -7, 5, 4, -1, -2, -0.3, 34
- Cc1ccc(NC(=O)COC(=O)Cc2ccsc2)cc1S(=O)(=O)N1CCOCC1
 : -9, -8, ·, 4, 1, 2, 5, 0, -0.2, -2
- COc1ccc([N+](=O)[O-])cc1NC(=O)Cc1noc2ccc(C)cc12
 : -10, -1, 0.8, -1, 7, 3, -10, 4, i, 21

Twelve neighbouring records out of the list so far, for reference:
Under each structure – CCHFV vOTU inh, SSB-PriA inh, TcdB GH inh, PrPC TRFRET, MazEF act, Yp Topo-I inh, Rv3671c inh, SARS 3CLpro inh, BH1578 lux ind, DUSP3 inh
- CC(=O)c1ccccc1NC(=O)COC(=O)c1cc(C)oc1C
 : 4, -28, 0.1, 3, 2, -4, 4, ·, 5.8, ·
- COc1ccc(S(=O)(=O)N2CCC(C(N)=O)(N3CCCCC3)CC2)cc1
 : 4, -10, 3.8, 6, 6, 8, 8, -1, -0.6, 6
- COc1ccccc1-n1cnc2sc(C)c(C)c2c1=O
 : -1, -9, 2.4, -4, -11, 7, 6, 0, i, 13
- Cc1cccc(/C=C2/C(=O)/C(=C/c3ccccc3C)C3CCC2N3C)c1 (stereo unspecified)
 : 5, 2, ·, -2, -1, 7, 4, -5, i, 17
- CCOc1ccc(CC2CCC(=O)NC2=O)cc1 (stereo unspecified)
 : 11, 5, 0.5, 11, -2, -1, -7, 3, i, 14
- COCCOC1CCN(Cc2cn(Cc3ccccc3)nc2-c2cc3ccccc3o2)CC1
 : -11, -4, 1.2, -15, 3, 14, -13, 1, -3.7, 30
- Cc1ccc2c(c1)C(c1ccccc1)N(C(=O)c1c(F)cccc1Cl)CC(=O)N2 (stereo unspecified)
 : 3, 8, 0.6, -4, 0, 0, 6, 4, -1.2, -1
- O=C(N/N=C/c1cccc(Br)c1)c1ccc(N2CCCC2=O)cc1
 : 4, i, -2.7, 0, -23, 10, -4, 0, -0.5, 23
- O=[n+]1c2c(n([O-])c3cc(F)c(N4CCCC4)cc31)CCCC2
 : 8, -1, ·, -33, -146, -3, -14, -6, 0.6, 25
- CCOC(=O)N1CCN(C(=O)CSc2nnc(C3COc4ccccc4O3)o2)CC1 (stereo unspecified)
 : 0, -2, 0.6, -7, 5, 4, -1, -2, -0.3, 34
- Cc1ccc(NC(=O)COC(=O)Cc2ccsc2)cc1S(=O)(=O)N1CCOCC1
 : -9, -8, ·, 4, 1, 2, 5, 0, -0.2, -2
- COc1ccc([N+](=O)[O-])cc1NC(=O)Cc1noc2ccc(C)cc12
 : -10, -1, 0.8, -1, 7, 3, -10, 4, i, 21

Entries of single compounds as entered above. Values in the order: CCHFV vOTU inh | SSB-PriA inh | TcdB GH inh | PrPC TRFRET | MazEF act | Yp Topo-I inh | Rv3671c inh | SARS 3CLpro inh | BH1578 lux ind | DUSP3 inh
COc1ccc(-c2cn(-c3ccc(Cl)cc3)c3[n+]2CCCCC3)cc1 as listed: -9 | -7 | 4.3 | 5 | 5 | 1 | 14 | 5 | -0.5 | 25
CCCCn1cnc2c(SCc3ccccc3)nc(N)nc21 as listed: 28 | -19 | 1.7 | 2 | 9 | 21 | · | · | -0.8 | ·
